Coupling enz: counter-screen for Giardia aldolase inhibitors: coupling enzyme system. coupling enzyme system counterscreen, AmpLite Red fluorescence. activity change, negative = inhibition, % at 58.2 µM, hits read low. hit rate 0.67% among 290,000. AID 2472; in the data active = activity change below about -30%; note: % is set by controls: 0 for no effect and ±100 for the full control effect
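Final compound at 57.5 uM, incubated 10 min at RT with coupling enzyme reagent (glyceraldehyde-3-phosphate), then 20 min with substrate and AmpLite Red detection. Fluorescence read at 525/598 nm; tests interference with the coupling assay, not aldolase inhibition.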
GALK inh: blocks human galactokinase activity; P51570; Purified GALK, Kinase-Glo residual ATP luminescence; Potency, µM (doses to about 57.5 µM), inactives show at the highest dose activity change, negative = inhibition, usual class: inhibitors; hit rate 0.007% among 270,000; AID 1868; note: potency is the fitted concentration of half-maximal effect; % is set by controls: 0 for no effect and ±100 for the full control effect
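Galactose (100 uM) and ATP (35 uM) were turned over by 5 nM GALK for 1 h at RT. Kinase-Glo Plus then converted the remaining ATP into a luminescent signal.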
Tb PFK inh: T. brucei PFK enzyme inhibition | O15648 | T. brucei PFK, ADP-Glo luminescence | Potency, µM (highest dose often 57.5 µM), inactives show at the highest dose activity, negative = inhibition, usual class: inhibitors | hit rate 0.17% among 330,000 | AID 485367;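 note: potency is the fitted concentration of half-maximal effect; 0% = uninhibited 1x PFK enzyme wells and -100% = no-enzyme wells; nearly all actives have a fitted effect of over 60% in size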
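ADP-Glo luminescence quantified ADP after 45 min at room temperature, with 1.25 nM T. brucei PFK, 0.1 mM ATP and 0.5 mM fructose-6-phosphate in pH 8.0 TEA buffer. qHTS titrations up to 57 µM; curves classified by quality.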
Giardia kill: kills Giardia lamblia; Giardia lamblia trophozoite viability; activity change, % at 7.66 µM, hits read low; hit rate 0.15% among 340,000; in the data active = activity change below about -80%; inconclusive = between about -30% and that limit;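 note: parasites exposed to compound for two days anaerobically before the ATP read; % is set by controls: 0 for no effect and ±100 for the full control effect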
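Anaerobic 48 hrs incubation at 37 deg C of 100 trophozoites/well with test compounds; ATPLite 1-Step luminescence, 15-30 min RT, reports cellular ATP as viability.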
CXXC DNA block: MLL CXXC-DNA interaction inhibition; hit rate 0.037% among 290,000; MLL-CXXC / FITC-HOXA9 DNA fluorescence polarization; Q03164; Potency, µM (top dose mostly 115 µM), for the others: at the top dose activity change, negative = inhibition, most hits filed as inhibitors; active = well fitted inhibition curve with a large enough effect in the polarisation, with a control signal flat, not every such curve was filed as active; inconclusive = small, poorly fitted or top-dose-only effect, or effect the other way, or a change in a side signal; inactive = no such curve, though single readings can be large or run the other way; the % refers to the polarisation; note: potency is the fitted concentration of half-maximal effect
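Fluorescence polarization: 7 uM MLL-CXXC (stock) preincubated 5 min with compounds, then 50 nM fluorescein-HOX-A9 DNA (stock) added; 30 min ambient. Buffer 50 mM Tris-HCl pH 7.5, 50 mM NaCl, 1 mM DTT, 0.05% BSA.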
AT treatment: potential ataxia-telangiectasia treatment; AID 485349; Potency, µM (highest dose often 57.5 µM), inactives show at the highest dose activation, most hits filed as activators; […] A-T fibroblasts, KAP-1 phosphorylation AlphaLISA; neocarzinostatin DNA damage 30 min before lysis; hit rate 0.19% among 320,000; note: potency is the fitted concentration of half-maximal effect; % of control where 0% means no effect; nearly all actives have a fitted effect of over 45% in size
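hTERT-immortalized A-T patient fibroblasts ([…]), 500 cells/well in OPTI-MEM, 1% FBS, got compounds for 60 min, then NCS for 30 min at 37C. Lysates were then assayed for phospho-KAP-1 by AlphaLISA (anti-pKAP1 donor, anti-KAP1 acceptor beads), 6 hr at 25C.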
TCR activator: activates T cell receptor signaling. primary human leukocytes, anti-CD3, IL-2 HTRF, 48 h. Potency, µM (series often up to 9.22 µM), for the others: at the highest dose activation of IL-2 secretion, usual class: activators. 330,000 tested, under 10 active. AID 504894; note: % of control where 0% means no effect
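HTRF read-out of IL-2 secretion: europium cryptate donor excited at 320nm, d2 acceptor emission at 665nm. Cells were primary human leukocytes incubated 48 hr with compounds and a-CD3 beads, supplying TCR signal only.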
hERG WT inh: KCNH2 (human, wildtype) channel inhibition; Q12809; U2OS, BacMam KCNH2, thallium flux FluxOr; active compounds read low; activity change, % at 1.84 µM; hit rate 0.37% among 340,000;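 active = maximum activity change below -70%; inconclusive = maximum activity change between -70% and -50%; inactive = maximum activity change above -50%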; note: % is set by controls: 0 for no effect and ±100 for the full control effect
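U2OS cells transduced with wild-type KCNH2 virus are loaded with FluxOr dye for 45 min, and thallium flux is measured in kinetic reads before and after stimulation buffer. Rate constants are normalized to DMSO controls.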
TSHR antag: human thyrotropin receptor antagonism; P16473; TSHR-expressing cells, TSH-stimulated cAMP HTRF, 2 h; active compounds read low; activity change, negative = inhibition, % at 11.5 µM; hit rate 0.2% among 330,000;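 active = activity change below a set negative limit, meaning inhibition stronger than a set level, cut at about -70% in these data; inconclusive = activity change between two set negative limits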; note: % is set by controls: 0 for no effect and ±100 for the full control effect
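Cell-based HTRF cAMP assay; TSHR cells + compound, TSH EC80 (4nM final), 2 h, 37 deg C. Lysis with anti-cAMP cryptate and cAMP-d2, 30 min RT, read 665/620 nm.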
BCR signal inh: inhibitors of chronic active B-cell receptor signaling; Potency, µM (doses to about 46.1 µM), inactives show at the highest dose ratio change, negative = lower green/red ratio, hits mostly inhibitors; hit rate 0.05% among 340,000; ABC-DLBCL IkBa-CBG/CBR reporter, luminescence ratio, 4 h; AID 493014; active = well fitted inhibition curve with a large enough effect in the signal ratio, with a control signal flat, not every such curve was filed as active; inconclusive = small, poorly fitted or top-dose-only effect, or effect the other way, or a change in a side signal; the % refers to the signal ratio;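 note: potency is the fitted concentration of half-maximal effect; plate controls were basal doxycycline-induced cells for no effect and cells given 10 µM MG132 for full effect; MG132 reads +100%, hits lower the ratio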
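Concentration-response series (up to 46 uM) were applied to TMD8 dual-reporter cells for 4 h at 37C with doxycycline. Green/red ratio, after filter-overlap correction, defined %Activity; red signal alone was normalised to basal cells and zero luminescence.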
Numbers without * were called inactive; ? = inconclusive; · = no result given; [ ] = remark or other dose. Unless noted, calls come from the whole dose curve; as a rule, active = well fitted curve in the direction sought with a large enough effect; inconclusive = small, poorly fitted or top-dose-only effect, or another doubt; inactive = no such curve, though single readings can be large; an effect the other way counts as inactive or inconclusive.

SMILES | Coupling enz | GALK inh | Tb PFK inh | Giardia kill | CXXC DNA block | AT treatment | TCR activator | hERG WT inh | TSHR antag | BCR signal inh
N#CC1=C(N)Oc2cc(N)ccc2C1c1ccccc1F (configuration not stated) | 3 | -7% | 5% | 1 | -2% | -2% | 1% | -7 | 0 | -7%
O=c1cc(NCCCO)c2ccccc2o1 | -4 | 1% | -2% | 0 | -5% | · | 3% | 0 | 18 | 0%
Cc1c(NC(=S)N/N=C\c2ccccc2O)c(=O)n(-c2ccccc2)n1C | 1 | -1% | 0% | 0 | -2% | 1% | 0%[46.1 µM] | 2 | 12 | 0%
Cc1cccc(S(=O)(=O)Nc2ccc(-c3nc4ccc(C)cc4s3)cc2)c1 | 0 | -3% | 2% | 22 | 6% | 20% | 6%[46.1 µM] | -3 | -7 | 10%
OCC1CCCN(c2ncnc3scc(-c4ccccc4)c23)C1 (configuration not stated) | 5 | -1% | -1% | -5 | ? | 10% | -5% | 3 | -21 | -12%
[O-]/[N+](=C\c1ccncc1)c1ccccc1 | 0 | 2% | 0% | -15 | -1% | -2% | 0% | -18 | 1 | -1%
O=C(COC(=O)c1ccccc1)NC(=O)NC1CCCC1 | · | · | -1% | 1 | · | 8% | -11% | 3 | 6 | 1%
O=C(CSc1nnc(-c2ccco2)n1CC1CCCO1)N1CCCCC1 (configuration not stated) | -2 | -1% | -7% | 1 | -1% | 10% | · | 18 | 2 | 3%
CN(CC(=O)NC1CCN(Cc2ccccc2)CC1)S(=O)(=O)c1ccc(Br)s1 | 4 | 1% | -3% | 5 | 52%[activator] | -3% | 5% | 44 | 33 | -10%
O=C(CSc1nc2[nH]ncc2c(=O)[nH]1)Nc1ccccc1C(F)(F)F | · | · | -5% | 27 | · | 15% | -2% | 11 | 2 | -1%
O=C(c1ccco1)N1CCN(C(=S)Nc2cccc([N+](=O)[O-])c2)CC1 | 1 | 7% | 2% | -5 | 1% | 0% | 2% | 14 | -1 | -1%
O=Cc1ccc(OCc2nnc(-c3ccccc3Br)o2)cc1 | 1 | -1% | 4% | -1 | -12% | 3% | -10% | 0 | -8 | ?
Cc1ccc(CS(=O)(=O)CCC(=O)NCCN2CCCC2)cc1 | 0 | 4% | 0% | 14 | -3% | -8% | · | 33 | 11 | 1%
CCN(CC)CCCSc1nc2ccccc2s1 | 0 | -1% | -7% | 18 | 13% | 2% | -3% | -32 | 8 | 1%
C/C=C(\C)C(=O)NCCN1C2=NC[C@H](C(C)C)N2C[C@@H]1Cc1ccc(OC)cc1 | 2 | 1% | 1% | 11 | -5% | -3% | 2% | -32 | 6 | -14%
COc1cccc(N2CCN(C(=O)NC3CCCCC3)CC2)c1 | 0 | 0% | -9% | -3 | 2% | -7% | 1% | -4 | -3 | -11%
CCOC(=O)c1ccc(NC(=O)CNC(=O)C23CC4CC(CC(C4)C2)C3)cc1 | 0 | 0% | 2% | -6 | 0% | -2% | -5% | -41 | 5 | -1%
CC(C)(C)c1ccc(OCCC(=O)NCCc2ccc(S(N)(=O)=O)cc2)cc1 | · | 0% | ? | -9 | 0% | -4% | -6% | -21 | 0 | -2%
CN1CCN(c2nnc(-c3ccccc3)c(-c3ccccc3)n2)CC1 | -6 | 0% | 1% | 2 | 2% | -6% | 0% | 27 | 13 | 7%
Nc1cc2nn(-c3ccccc3)nc2cc1Cl | -44* | 0% | -6% | 3 | -3% | 6% | 2% | 1 | -19 | ?
COc1ccccc1OCCCC(=O)Nc1ccc([N+](=O)[O-])cc1Br | 1 | -3% | -3% | -10 | -3% | 3% | -1% | -10 | -6 | 0%
Fc1cccc(CNc2ncnc3ccc(-c4cccnc4)cc23)c1 | · | · | -2% | · | · | -4% | · | · | -9 | ?
CCn1cc(-c2cc(C(F)(F)F)n3nc(C(=O)O)cc3n2)c(C)n1 | -1 | -1% | -19% | -5 | -24% | 7% | 2% | 3 | -6 | 7%
O=C1Cn2c(nc3ccccc32)N1c1ccccc1F | 1 | -3% | -9% | -18 | 4% | 4% | 1% | -4 | 1 | 8%
CCOC(=O)COc1c(OC)cc(Cl)cc1C1Nc2ccccc2C(=O)N1c1ccc(F)cc1 (configuration not stated) | 1 | -1% | 1% | 8 | -3% | 25% | 0% | 2 | 13 | ?
Cc1cc(OC(C)C(=O)NCCCn2ccnc2)c2c(C)cc(=O)oc2c1 (configuration not stated) | 2 | 15% | 3% | 15 | 5% | 0% | -5% | -2 | 6 | -1%
NC(=O)c1ccc(NC(=O)CCN2C(=O)c3ccccc3C2=O)cc1 | 1 | · | -1% | 14 | 6% | 7% | 3% | -6 | 4 | 0%
CCOc1ccc(NC(=O)CC)cc1 | 2 | 0% | -3% | · | -7% | 0% | · | · | -4 | 4%
Cc1cc(NC(=O)CSc2nnc(-c3ccc([N+](=O)[O-])cc3)o2)no1 | 2 | -6% | 4% | 5 | -7% | 0% | 5% | 12 | 21 | -15%
O=C(COC(=O)CCN1C(=O)c2cccc([N+](=O)[O-])c2C1=O)NC1CCS(=O)(=O)C1 (configuration not stated) | -1 | 11% | -2% | -5 | 11% | -3% | 1% | -1 | 4 | -1%
COC(=O)/C(=N/Nc1ccccc1C)Sc1nnc(C(O)c2ccccc2)n1-c1ccccc1 (configuration not stated) | 3 | 1% | -2% | -2 | 0% | -4% | 0%[46.1 µM] | 3 | 10 | 0%
O=C1CN(c2nc(-c3cccs3)nc3sc4c(c23)CCCC4)CCN1 | 0 | -3% | 1% | 2 | 1% | -1% | -15% | 1 | -17 | ?
CC(=O)NC(Cc1ccccc1)C(=O)OCC(=O)c1ccc(Br)cc1 (configuration not stated) | 0 | 0% | 0% | -11 | 15% | -2% | -6%[46.1 µM] | -7 | 1 | -3%
O=C(c1cccnc1Nc1ccc2c(c1)CCC2)N1CCOCC1 | -2 | -3% | 1% | -2 | 3% | 3% | -3% | -22 | -2 | 17%
Cc1ccc(-n2c(N)c(C(=O)NCc3cccnc3)sc2=S)cc1 | -6 | -2% | -29% | 12 | -4% | -9% | 1% | -3 | 11 | ?
O=C1NCCN(Cc2ccc(F)cc2)C1CC(=O)N1CC=C(c2ccccc2)CC1 (configuration not stated) | -9 | -1% | -9% | -8 | 2% | 7% | -3% | -16 | 13 | -3%

Copied from the list:
Reading for Cc1cc(OC(C)C(=O)NCCCn2ccnc2)c2c(C)cc(=O)oc2c1 (configuration not stated) under Giardia kill: 15
Reading for Cc1ccc(-n2c(N)c(C(=O)NCc3cccnc3)sc2=S)cc1 under AT treatment: -9%
Reading for CCOC(=O)COc1c(OC)cc(Cl)cc1C1Nc2ccccc2C(=O)N1c1ccc(F)cc1 (configuration not stated) under CXXC DNA block: -3%
Reading for CC(=O)NC(Cc1ccccc1)C(=O)OCC(=O)c1ccc(Br)cc1 (configuration not stated) under TCR activator: -6%[46.1 µM]
Reading for COC(=O)/C(=N/Nc1ccccc1C)Sc1nnc(C(O)c2ccccc2)n1-c1ccccc1 (configuration not stated) under AT treatment: -4%
Reading for CCOc1ccc(NC(=O)CC)cc1 under BCR signal inh: 4%

Ordered by value in GALK inh (highest first): three from the list above.
SMILES,GALK inh
Cc1cc(OC(C)C(=O)NCCCn2ccnc2)c2c(C)cc(=O)oc2c1 (configuration not stated),15%
O=C1NCCN(Cc2ccc(F)cc2)C1CC(=O)N1CC=C(c2ccccc2)CC1 (configuration not stated),-1%
Cc1cc(NC(=O)CSc2nnc(-c3ccc([N+](=O)[O-])cc3)o2)no1,-6%

Next section
SMILES | Coupling enz | GALK inh | Tb PFK inh | Giardia kill | CXXC DNA block | AT treatment | TCR activator | hERG WT inh | TSHR antag | BCR signal inh
Cc1noc2c1C(c1ccc(N(C)C)cc1)C1=C(CC(C)(C)CC1=O)N2 (configuration not stated) | 1 | -4% | 0% | 7 | -6% | -2% | · | 38 | 0 | -14%
Cc1cccc(N(CC(=O)NCc2ccco2)C(=O)CCC(=O)Nc2ccccn2)c1C | 2 | 13% | 2% | -9 | 5% | -4% | -3% | -7 | -1 | 0%
OC(CSc1c(Cl)cccc1Cl)CN1CCN(c2ccccc2F)CC1 (configuration not stated) | 1 | 1% | -3% | 13 | 4% | 3% | -5% | 7 | -11 | 9%
O=C1CC(c2ccc(Cl)cc2)n2nc(N3C(=O)c4ccccc4C3=O)nc2N1 (configuration not stated) | 3 | -3% | 10% | -8 | -2% | 6% | 2% | 9 | 15 | 3%

Source: PubChem (National Center for Advancing Translational Sciences (NCATS))
